Screens deposited in PubChem BioAssay by several laboratories.
GDH-TPI counter – GDH-TPI coupling enzyme inhibitors, primary screen, artefact control for M. tuberculosis FBA inhibitor project, biochemical, absorbance, full deck | AID 588335, 2011 | inhibition, % at 4.8 µM | 360,000 compounds, 1.2% hits | GDH-TPI coupled enzyme counterscreen, NADH absorbance; in the data active = inhibition above about 30%;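 note: 0% = DMSO wells and 100% = wells lacking the enzyme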
Rv3671c inh – Rv3671c serine protease inhibitors, primary screen, biochemical, fluorescence polarization, M. tuberculosis H37Rv; inhibition, % at 5.96 µM; 320,000 compounds, 0.048% hits; in the data active = inhibition above about 38%;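 note: extracellular domain of Rv3671c used as enzyme; 0% = enzyme with DMSO and 100% = no enzyme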
Target sequence (P9WHR9 whole entry, looked up, the tested form may be a part): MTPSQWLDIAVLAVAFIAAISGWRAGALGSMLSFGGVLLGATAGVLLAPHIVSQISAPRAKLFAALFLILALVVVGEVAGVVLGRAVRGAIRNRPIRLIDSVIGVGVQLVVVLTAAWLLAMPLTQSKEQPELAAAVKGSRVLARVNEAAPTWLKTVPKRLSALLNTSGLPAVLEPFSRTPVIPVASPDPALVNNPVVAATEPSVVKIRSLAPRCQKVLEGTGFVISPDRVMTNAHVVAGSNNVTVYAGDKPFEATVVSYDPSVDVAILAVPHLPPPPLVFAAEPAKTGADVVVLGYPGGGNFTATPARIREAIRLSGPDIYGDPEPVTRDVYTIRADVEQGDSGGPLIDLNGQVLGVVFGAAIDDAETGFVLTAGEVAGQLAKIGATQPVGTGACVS
PrPC surface inh – inhibitors of human cell surface prion protein PrPC, primary screen, cell-based, TR-FRET; 370,000 compounds, 0.43% hits; Major prion protein (Homo sapiens), P04156; TR-FRET read-out; inhibition, % at 13.8 µM; in the data active = inhibition above about 24%; note: 0% = median of the test wells and 100% = reference compound wells
BoNT-F LC inh – BoNT/F light chain protease inhibitors, primary screen, biochemical, flow cytometry, MLPCN library | Botulinum neurotoxin type F light chain protease (Clostridium botulinum) | Multiplex microsphere protease cleavage assay | inhibition, % at 10 µM | 360,000 compounds, 0.22% hits | AID 588497, 2011; in the data active = inhibition above about 35%, passing the limit was not always enough; inconclusive = no clear call, values can overlap the other calls; note: plate controls were buffer without enzyme for full effect and enzyme alone for no effect
FBA Mtb inh – Mtb FBA enzyme inhibitors, primary screen, biochemical, fluorescence, strain H37Rv | Fructose-bisphosphate aldolase (Mycobacterium tuberculosis (strain ATCC 25618 / H37Rv)), … | purified M. tuberculosis FBA, fluorescence read-out | inhibition, % at 1 µM | 360,000 compounds, 2.3% hits | AID 588726, 2011; in the data active = inhibition above about 27%;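 note: 0% = vehicle and 100% = reference inhibitor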
MazF activator – activators of E. coli MazEF toxin-antitoxin RNase, primary screen, biochemical, fluorescence, uHTS; Endoribonuclease toxin MazF (Escherichia coli (strain K12)), P0AE70; FAM/BHQ RNA-DNA oligo cleavage fluorescence, 5 h; activation, % at 20 µM; 350,000 compounds, 0.32% hits; AID 504720, 2011; in the data active = activation above about 50%
Target sequence (P0AE70 whole entry, looked up): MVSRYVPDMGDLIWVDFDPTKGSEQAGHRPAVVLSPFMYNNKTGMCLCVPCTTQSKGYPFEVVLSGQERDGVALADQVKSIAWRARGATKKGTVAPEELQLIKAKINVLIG
Mtb BioA inh – M. tuberculosis BioA enzyme inhibitors, primary screen, biochemical, plate reader, single point, HTS; purified M. tuberculosis BioA enzyme; 7,8-diaminopelargonic acid synthase BioA (Mycobacterium tuberculosis); inhibition, % at 9.99 µM; 360,000 compounds, 0.096% hits; AID 602481, 2012; in the data active = inhibition above about 40%; inconclusive = no clear call, values can overlap the other calls
FadD28 binding – inhibitors of FadD28 bisubstrate probe binding, primary screen, biochemical, fluorescence polarization, single point; inhibition, % at 12.5 µM; 360,000 compounds, 0.22% hits; in the data active = inhibition above about 8.5%, passing the limit was not always enough; inconclusive = no clear call, values can overlap the other calls
UGM FP inh – M. tuberculosis UGM enzyme inhibitors, primary screen, biochemical, fluorescence polarization, single point; UDP-galactopyranose mutase (Mycobacterium tuberculosis (strain ATCC 25618 / H37Rv)), …; purified UGM, fluorescence polarization probe displacement; inhibition, % at 10 µM; 320,000 compounds, 0.06% hits; AID 504406, 2011; in the data active = inhibition above about 10%, passing the limit was not always enough; inconclusive = no clear call, values can overlap the other calls
Target sequence (P9WIQ1 whole entry, looked up): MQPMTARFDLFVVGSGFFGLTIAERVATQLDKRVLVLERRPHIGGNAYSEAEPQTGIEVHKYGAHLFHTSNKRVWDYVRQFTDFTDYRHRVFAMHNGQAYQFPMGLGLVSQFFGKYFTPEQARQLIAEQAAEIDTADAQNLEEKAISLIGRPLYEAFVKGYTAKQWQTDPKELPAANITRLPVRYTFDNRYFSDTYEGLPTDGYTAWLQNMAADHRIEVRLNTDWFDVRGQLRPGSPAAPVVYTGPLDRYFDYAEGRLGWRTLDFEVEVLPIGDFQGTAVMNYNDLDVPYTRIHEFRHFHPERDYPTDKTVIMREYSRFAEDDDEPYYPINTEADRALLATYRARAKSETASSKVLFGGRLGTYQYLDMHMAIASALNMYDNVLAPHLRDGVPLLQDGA
* = called active by the depositor; u = inconclusive; x = no result given.

Structure	PrPC surface inh	UGM FP inh	BoNT-F LC inh	GDH-TPI counter	Rv3671c inh	FBA Mtb inh	Mtb BioA inh	FadD28 binding	MazF activator
COCCN(CC(=O)Nc1cccc(C)c1C)C(=O)C1(c2ccccc2)CC1	-2	2.6	3	-6	-3	1	-1.9	x	1
COc1cc2c(cc1O)[C@@H]1Cc3cc(OC)c(OC)cc3C(C2)N1C	-2	2.8	-5	4	9	1	0.8	-1.5	-2
CCOC(=O)CN(c1ccccc1C)S(=O)(=O)c1ccc(Cl)cc1	8	1.3	7	-3	-11	-2	0.2	-4.8	-3
O=C(CNC(=S)NC(=O)C1CCCCC1)c1ccccc1	-4	-3.9	1	15	5	2	-3.5	-1.6	7
O=C(COC(=O)c1cccnc1)NC1CCCc2ccccc21 (stereo not given)	-6	x	0	-4	x	1	x	-2.2	-15
Cn1c(C(=O)NCCCN2CCCCC2)cc2sccc21	-8	-0.9	0	8	3	4	-1.0	-1.6	-4
CC1CCCCN1C(=O)CSc1nnc(-c2ccccc2O)o1 (stereo not given)	5	-2.0	5	1	2	3	x	-3.9	3
O=C(OCC(=O)N1CCOCC1)c1ccc2c(c1)OCCO2	2	4.7	4	13	5	2	-1.2	0.6	2

Five compounds picked at random from the list so far:
Structure	PrPC surface inh	UGM FP inh	BoNT-F LC inh	GDH-TPI counter	Rv3671c inh	FBA Mtb inh	Mtb BioA inh	FadD28 binding	MazF activator
Cn1c(C(=O)NCCCN2CCCCC2)cc2sccc21	-8	-0.9	0	8	3	4	-1.0	-1.6	-4
CC1CCCCN1C(=O)CSc1nnc(-c2ccccc2O)o1 (stereo not given)	5	-2.0	5	1	2	3	x	-3.9	3
O=C(COC(=O)c1cccnc1)NC1CCCc2ccccc21 (stereo not given)	-6	x	0	-4	x	1	x	-2.2	-15
O=C(OCC(=O)N1CCOCC1)c1ccc2c(c1)OCCO2	2	4.7	4	13	5	2	-1.2	0.6	2
O=C(CNC(=S)NC(=O)C1CCCCC1)c1ccccc1	-4	-3.9	1	15	5	2	-3.5	-1.6	7

(cont.)
Structure	PrPC surface inh	UGM FP inh	BoNT-F LC inh	GDH-TPI counter	Rv3671c inh	FBA Mtb inh	Mtb BioA inh	FadD28 binding	MazF activator
COc1ccc(OC)c(S(=O)(=O)N2CCC(C(=O)Nc3ccc(C)c(C)c3)CC2)c1	-5	-3.5	7	1	2	-5	1.2	-5.9	3
CSc1nc2c(c(=O)[nH]1)C(c1cccc(Br)c1)CC(=O)N2 (stereo not given)	-4	0.4	-4	4	0	0	x	-3.1	7
Cc1ccc(F)cc1NC(=S)NCCc1ccccc1	13	-1.2	0	-1	-1	1	x	0.4	3
CCOC(=O)C1=C(COC(=O)COc2ccccc2OCC)NC(=O)NC1C (stereo not given)	2	-0.5	12	1	3	-2	-1.2	-3.5	5
Cc1ccc(C)n1-c1nn(S(=O)(=O)c2cccc3cccnc23)c2cccc(F)c12	3	-1.4	x	1	-1	1	0.1	-1.1	3
Cc1[nH]c(=O)c(C(=O)c2ccccc2O)cc1C(=O)O	-5	-0.2	7	6	7	-2	0.2	-0.4	5
c1ccc(CNCC2COc3ccccc3O2)cc1 (stereo not given)	0	-1.2	-34	15	0	1	-0.2	2.5	2
COc1ccc2cc(C(C)C(=O)N3CCC(C(N)=O)CC3)ccc2c1 (stereo not given)	3	0.4	8	1	6	-1	1.6	-1.1	8
N#Cc1ccc(OC(=O)C2CCN(C3=NS(=O)(=O)c4ccccc43)CC2)cc1	-1	1.1	-9	7	5	0	-0.5	-3.1	-9
c1ccc2c(-c3nnc(SCc4cn5ccccc5n4)o3)c[nH]c2c1	1	3.5	-1	-3	-11	4	-0.9	-6.3	0
N#CCCN1CCN(S(=O)(=O)c2ccc(S(=O)(=O)NC3CCCC3)cc2)CC1	-5	-0.6	-1	4	-1	0	0.2	-3.0	15
COc1ccc(Cl)cc1S(=O)(=O)N1CCCc2ccccc21	4	0.0	1	-10	8	-1	-1.0	-2.9	1
COc1ccc(CN(C(=O)CNC(=O)c2ccco2)C(C(=O)NCC2CCCO2)c2ccccc2)cc1 (stereo not given)	-4	4.2	2	-3	2	4	0.0	-0.9	-10
Cc1ccc(N2CC(C(=O)NC3CCSC3=O)CC2=O)cc1 (stereo not given)	5	3.1	3	-5	-8	0	-1.3	-2.0	-2
COc1cccc(CC(=O)NC2CCCN(Cc3ccc(Cl)cc3)C2)c1 (stereo not given)	3	1.1	u	9	-3	-1	1.6	-0.1	2
COc1ccc(Cn2c(CCC(=O)Nc3ccccc3)nc3cccnc32)cc1	-2	-0.4	14	-12	-6	-1	x	-3.2	4
CCN(Cc1ccncc1)C(=O)c1cc(COc2ccc(OC)cc2Cl)on1	4	-3.2	4	2	3	-3	2.2	-3.5	-15
CN(C)CCNC(=O)c1ccc(-c2cnn(C)c2)c2ccoc12	3	x	-8	4	x	85*	0.7	-2.9	x
COc1ccc(OC)c(S(=O)(=O)Nc2ccc3oc(C)c(C(C)=O)c3c2)c1	2	2.9	25	1	-5	-4	0.1	-3.4	5
COc1ccc(-n2c(C)cc(C3=NNC(=NC4CC4)SC3)c2C)cc1	10	x	-16	2	x	2	x	-2.3	14
CCn1c(=NC(=O)c2ccco2)sc2cccc(F)c21	4	-1.3	0	51*	-10	3	-0.7	-1.9	7
O=C(CN1C(=O)/C(=C/c2ccc(F)cc2)SC1=S)NC1C=CS(=O)(=O)C1 (stereo not given)	-10	-0.7	-1	23	-7	1	-1.0	1.6	12
COc1ccc([N+](=O)[O-])cc1NC(=O)c1ccco1	-10	-0.5	6	4	2	7	1.1	1.5	2
CN(Cc1c(F)cccc1Cl)C(=O)c1cccc(S(=O)(=O)NCc2ccccc2)c1	0	2.1	-6	12	0	3	3.8	3.6	5
O=C(CSc1c2c(nc3cc(Cl)ccc13)CCCC2)NCc1ccco1	21	3.9	13	4	-4	3	0.7	-6.0	-3
Cc1nc2nc[nH]n2c(=O)c1NC(=O)c1cccc(OCC(C)C)c1	6	1.6	0	0	3	0	-0.6	-0.5	-11
O=C(O)c1cccc(NC(=S)NC(=O)c2ccc(-c3ccccc3)cc2)c1	0	-0.4	-1	-8	-9	5	x	-4.3	-7
CC(C)(C)NC(=O)C(c1ccncc1)N(Cc1ccc(F)cc1)C(=O)c1ccc(-c2ccccc2)[nH]1 (stereo not given)	27*	-2.2	2	-1	-1	-1	x	-3.5	-2
CCCC(=O)Nc1ccc(Cl)c(NC(=O)c2cccnc2)c1	-2	-0.9	-10	5	-7	-2	13	-0.1	0
COCCNC(=O)CC(NS(=O)(=O)c1ccc(NC(C)=O)cc1)C(C)C (stereo not given)	-2	-1.3	-16	1	4	-3	-1.6	-1.7	5
CC(CCc1ccccc1)NC(=O)C1CCN(S(=O)(=O)c2cnc[nH]2)CC1 (stereo not given)	5	-1.8	18	-9	4	3	2.0	-0.8	11
Cc1ccc(N(CC(=O)N2CC(=O)Nc3ccccc32)S(=O)(=O)c2ccc3c(c2)OCCO3)cc1	-11	1.7	-7	5	-3	3	-1.0	-2.8	-14
CCCc1cc(=O)[nH]c2nnc(SCC(=O)Nc3ccc(NC(C)=O)cc3)n12	-3	2.1	3	-1	1	-2	-2.1	-3.5	2
CC(=O)c1c(C)oc2ccc(O)c(CN3CCOCC3)c12	0	4.2	-18	-8	-4	-1	-2.2	-2.5	2
C=CCN1C(=O)C(CC(=O)Nc2ccccc2)N(Cc2ccccn2)C1=S (stereo not given)	-2	-0.2	1	-6	4	-1	-1.0	0.0	-2
Cc1ccc(S(=O)(=O)CC(c2ccccc2)N2CCOCC2)cc1 (stereo not given)	-2	1.0	-4	7	0	-1	-0.6	-1.7	-2
OC1(c2ccccc2)CCN(Cc2ccccc2)C2CCCCC21 (stereo not given)	-4	2.4	8	8	-4	2	-1.6	-0.5	7
COc1ccc(/C=C(\NC(=O)c2ccco2)C(=O)NCc2ccco2)cc1	-8	0.5	1	5	-5	1	-0.8	0.7	3
CC(C)Nc1nc(NC(C)(C)C)nc(Oc2ccc(=O)n(C)n2)n1	7	0.0	4	0	8	-2	-2.2	-1.0	8
Cc1ccc(C(=O)CSc2ccc(-c3cccnc3)nn2)cc1	7	3.0	-5	8	-1	-1	x	-4.6	-2
COc1cc(SC#N)ccc1N=Cc1c(C)[nH]n(-c2ccc(C)cc2C)c1=O	15	-0.2	-3	6	-7	-2	-0.2	-3.2	9
Cc1ccc(NC(=O)[C@H](CC(C)C)NC(=O)[C@@H]2Cc3ccccc3CN2)cc1	-1	-0.8	2	2	9	2	-1.3	-4.1	11
Cc1cc(OCC(O)CN2CCc3ccccc3C2)ccc1Cl (stereo not given)	5	-0.7	-17	13	-6	-1	-0.6	-5.5	1
CCOC(=O)c1ccc2[nH]c3c(c2c1)CN(C)CC3	-4	0.2	-3	12	-4	8	0.3	-1.8	4
COc1ccc(-c2cc(C(=O)NC(C(=O)O)C(C)C)c(C)o2)cc1OC (stereo not given)	9	3.3	-1	-2	-12	2	-1.9	-1.5	-11
COc1cccc(-c2cccc(NC(=O)C3CCN(CCCn4cccn4)CC3)c2)c1	-15	x	-6	4	x	-1	-2.4	0.8	6
C=CCn1c(SCC2CCCCO2)nc2sc(CC)cc2c1=O (stereo not given)	2	1.5	-6	7	0	-1	3.5	0.5	-8
Cc1cc(C)cc(NC(=O)c2ccc(CSc3nnc(C)s3)cc2)c1	5	-6.1	1	-6	-8	3	0.8	-2.7	-1
O=C1C(Nc2ccccc2)=CC(c2ccc(O)cc2)N1c1ccccc1 (stereo not given)	-3	-1.0	0	3	-2	0	x	0.1	3
Nc1nonc1-n1nnc(C(=O)N/N=C/c2ccc(Cl)cc2)c1-c1ccc2c(c1)OCO2	-3	-0.3	6	2	-3	2	-0.4	-0.6	-11
Cc1ccc(NC(=O)CCn2cccc2)cc1F	12	0.2	-8	4	-2	-2	-0.3	-3.7	3
Cc1ccc(N(CC(=O)NCCSc2nc3ccccc3s2)S(=O)(=O)c2ccccc2)c(C)c1	0	-1.3	13	11	-23	-1	-0.7	-5.7	-2
Cc1ccc(CNC(=O)Nc2ccc(OC(F)(F)F)cc2)n1C	-6	-3.2	-12	-6	2	0	-5.2	-7.2	-11
O=c1ncn(-c2cccc(Cl)c2)c2ccccc12	3	0.7	u	14	4	1	x	0.0	-3
CCOC(=O)c1c(NC(=O)COC(=O)c2nccnc2N)sc(C(=O)N(C)C)c1C	-3	0.0	3	-2	-3	48*	-1.4	0.5	0
COc1ccc(CCNC(=O)C2CCN(Cc3nc(-c4ccccc4F)oc3C)CC2)cc1OC	-4	4.5	6	19	-7	-2	0.1	-2.8	5

Next compounds.
Structure	PrPC surface inh	UGM FP inh	BoNT-F LC inh	GDH-TPI counter	Rv3671c inh	FBA Mtb inh	Mtb BioA inh	FadD28 binding	MazF activator
CC1(C(=O)CSc2nc3ccccc3s2)CCC(=O)O1 (stereo not given)	5	1.5	3	-5	-1	2	-0.4	-4.1	4
COc1ccccc1C(CNC(=O)C1COc2ccccc2O1)N1CCCC1 (stereo not given)	-8	2.3	-1	2	1	2	-3.2	x	7
Cc1ccc(NS(=O)(=O)c2ccccc2)c(NS(=O)(=O)c2ccccc2)c1	11	x	-13	9	x	-2	-0.8	0.9	2
COc1ccc(CN2C(=O)CNC2=S)cc1	-4	0.9	6	4	1	0	0.5	-0.3	-1
CCc1ccccc1OCC(=O)Nc1ccc(S(N)(=O)=O)cc1	3	0.2	-4	-8	-4	-1	-2.2	u	6
